Screens (PubChem)
MmCpn inh – M. maripaludis TRiC chaperonin inhibition. Potency, µM (series often up to 76.9 µM), for inactives: top-dose activity, negative = inhibition, most hits filed as inhibitors. AID 504842. hit rate 0.031% among 330,000. purified Mm-Cpn ATPase, ADP Transcreener TR-FRET; also: potency is read from the fitted curve at half-maximal effect; % is scaled to controls: 0 for no effect and ±100 for the full control effect; nearly all actives have a fitted effect of over 80% in size
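Reaction buffer contained 30 mM Tris pH 7.4, 100 mM KCl, 5 mM MgCl2 and 1 mM DTT. Mm-CPN (25 nM final) hydrolysed 10 uM ATP over 30 min at 37°C; ADP was read by HTRF.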
EPAC2 antag – blocks human EPAC2 exchange factor. EPAC2 GEF exchange of Rap1B-BODIPY-GDP, fluorescence. Q8WZA2. Potency, µM (series often up to 114 µM), without a hit: at the top dose activity, negative = inhibition, actives largely listed as inhibitors. hit rate 0.18% among 360,000; also: potency is read from the fitted curve at half-maximal effect; % is scaled to controls: 0 for no effect and ±100 for the full control effect; nearly all actives have a fitted effect of over 45% in size; many of its hits are not listed in these tables
PTHR1 ag – PTHR1 (human) receptor agonism; Potency, µM (highest dose often 115 µM), for inactives: at the top dose activation, hits mostly activators; HEK293 GP2 PTHR1 cells, GloSensor cAMP luminescence, 1 h; AID 743266; hit rate 0.075% among 410,000; also: potency is read from the fitted curve at half-maximal effect; nearly all actives have a fitted effect of over 55% in size; some results filed as inactive show a strong effect at the top dose; inactives centre near -15; many of its hits are not listed in these tables
Target sequence (Q03431 whole entry, looked up): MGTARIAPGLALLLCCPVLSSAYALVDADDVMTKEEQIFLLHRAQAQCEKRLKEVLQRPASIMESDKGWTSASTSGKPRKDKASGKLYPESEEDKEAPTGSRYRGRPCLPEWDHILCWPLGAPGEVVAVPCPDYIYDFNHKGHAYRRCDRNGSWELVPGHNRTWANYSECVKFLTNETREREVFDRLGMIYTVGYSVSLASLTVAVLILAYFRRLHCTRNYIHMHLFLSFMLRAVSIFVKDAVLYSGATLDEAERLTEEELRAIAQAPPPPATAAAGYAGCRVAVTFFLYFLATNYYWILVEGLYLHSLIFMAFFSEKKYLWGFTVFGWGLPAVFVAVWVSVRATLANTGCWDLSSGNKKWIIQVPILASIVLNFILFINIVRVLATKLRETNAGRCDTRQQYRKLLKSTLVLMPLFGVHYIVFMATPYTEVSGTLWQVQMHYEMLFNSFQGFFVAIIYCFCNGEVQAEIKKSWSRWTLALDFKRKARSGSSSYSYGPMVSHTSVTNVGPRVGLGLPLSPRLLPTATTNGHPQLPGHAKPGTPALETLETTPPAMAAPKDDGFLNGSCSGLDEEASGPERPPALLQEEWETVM
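HEK-293-derived GP2 cells expressing PTHR1 and a GloSensor cAMP reporter, 3,000/well, plated overnight, given luciferin plus IBMX (each 0.5 mM as added) for 1 h at 37 °C, then compound for 1 h at 37 °C. Luminescence was read after 15 min at room temperature.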
EPAC2 ag – agonists of human EPAC2 (RAPGEF4); Q8WZA2; EPAC2 activation, biochemical qHTS; response scale: 100% = 6.5 mM cAMP response; Potency, µM (series often up to 154 µM), inactives show at the top dose activation, actives largely listed as activators; hit rate 0.079% among 360,000; AID 720711; also: potency is read from the fitted curve at half-maximal effect; nearly all actives have a fitted effect of over 50% in size
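Each well held 100 nM EPAC2, 250 nM RAP1B-BODIPY-GDP and 50 uM GDP. Fluorescence, read at 5-min intervals to 30 min, was referenced to a 6.5 mM cAMP positive control.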
D3 antag – blocks the human D3 dopamine receptor. P35462. D3R cells, DiscoveRx beta-arrestin luminescence, antagonist mode; hits give low values. max response, negative = inhibition, %. hit rate 2.5% among 360,000. AID 652054; in the data active = max response below about -50%; inconclusive = no clear call, values can overlap the other calls; also: % is scaled to controls: 0 for no effect and ±100 for the full control effect; mostly tested at two doses, the higher about 12 µM
Target sequence (P35462 whole entry, looked up): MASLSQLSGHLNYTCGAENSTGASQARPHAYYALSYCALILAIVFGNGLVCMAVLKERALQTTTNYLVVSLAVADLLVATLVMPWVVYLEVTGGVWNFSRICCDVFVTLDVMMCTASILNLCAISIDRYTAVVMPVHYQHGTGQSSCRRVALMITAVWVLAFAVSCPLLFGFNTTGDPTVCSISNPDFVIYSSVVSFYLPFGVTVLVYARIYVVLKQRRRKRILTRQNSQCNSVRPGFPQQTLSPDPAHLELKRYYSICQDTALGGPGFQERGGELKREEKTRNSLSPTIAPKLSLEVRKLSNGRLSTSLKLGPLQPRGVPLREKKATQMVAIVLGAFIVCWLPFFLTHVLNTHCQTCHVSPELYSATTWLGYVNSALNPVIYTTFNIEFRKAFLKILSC
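Cells plated overnight at 1500 cells/well, then exposed to library compounds with dopamine controls for 90 minutes at 37 degrees C. DiscoveRx reagent added for 30–60 minutes at room temperature; luminescence read, quantitative HTS format.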
D3 ag – D3 dopamine receptor (human) agonism. D3R DiscoveRx beta-arrestin cells, luminescence, 90 min. max activation, %. hit rate 0.58% among 410,000; in the data active = max activation above about 30%; also: 0% is about no effect; mostly tested at two doses, the higher about 12 µM
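Agonist-mode cell screen: cells plated at 1500/well and incubated overnight at 37 °C, then exposed to library compounds for 90 min at 37 °C. Detection reagent was added for 30–60 min at room temperature, and luminescence was read.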
CCT chaperon mod – changes cytosolic chaperonin activity. purified chaperonin ATPase assay, HTRF ADP detection, 30 min. activity change, % (no concentration beside the values), hits read low. hit rate 0.3% among 360,000. AID 651819; in the data active = activity change below about -30%; also: % is scaled to controls: 0 for no effect and ±100 for the full control effect
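TRiC at 40 or 20 nM final (batch-dependent) in 30 mM Tris pH 7.4, 100 mM KCl, 5 mM MgCl2, 1 mM DTT, with compound at single 76 uM and 10 uM ATP, 30 min at 37 deg C. ADP detected by HTRF Transcreener, 665/615 ratio.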
Akt phos inh – blocks phosphorylation of Akt; activity change, % for hits at 50 µM; hit rate 0.32% among 360,000; Neuro2A IGF-stimulated pAkt S473 HTRF, 20 min; hits give low values; in the data active = activity change below about -80%; inconclusive = mostly about -51% to -80%; also: % is scaled to controls: 0 for no effect and ±100 for the full control effect
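Single-point screen (50 µM final compound) in Neuro2A cells stimulated 20 min with 6 nM IGF at 37 deg C. After lysis, Ser473-phosphorylated Akt read by HTRF (ex 330 nm, em 615/665 nm) as the 665/615 ratio.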
An asterisk follows results filed as active; & = joins results of further samples; [ ] = remark or other dose. Unless noted, calls follow the shape of the dose curve; as a rule, active = well fitted curve in the direction sought with a large enough effect; inconclusive = small, poorly fitted or top-dose-only effect, or another doubt; inactive = no such curve, though single readings can be large; an effect the other way counts as inactive or inconclusive. An excerpt, so the mix of outcomes need not match the whole.

How did Cc1ccc(CNc2nc3c([nH]2)c(=O)n(C)c(=O)n3C)cc1 do in these assays?
MmCpn inh: 0%; EPAC2 antag: -1%; PTHR1 ag: -38%[inhibitor][57.5 µM]; EPAC2 ag: 0%; D3 antag: -15; D3 ag: 11; CCT chaperon mod: 1.1; Akt phos inh: inactive

How did CC(=O)Nc1nc2ccccc2n1CCN1CCOCC1 do in these assays?
MmCpn inh: -5%; EPAC2 antag: 2%; PTHR1 ag: inactive; EPAC2 ag: 5%; D3 antag: -12; D3 ag: 2; CCT chaperon mod: -2.5; Akt phos inh: inactive

What do the screens show for `CC(C)c1cc(C(=O)O)on1`?
MmCpn inh: 0%; EPAC2 antag: -3%; PTHR1 ag: inactive; EPAC2 ag: 7%; D3 antag: -14; D3 ag: 2; CCT chaperon mod: -6.2; Akt phos inh: inactive

What do the screens show for `O=C(O)C1CCCN(S(=O)(=O)c2ccc(F)cc2)C1` (stereo not given)?
MmCpn inh: 1%; EPAC2 antag: -29%[57.1 µM]; PTHR1 ag: inactive; EPAC2 ag: 17%; D3 antag: -7; D3 ag: 0; CCT chaperon mod: 0.8; Akt phos inh: inactive

Results for COc1ccc(CNCCNC(=O)c2cccs2)cc1OC ?
MmCpn inh: -2%; EPAC2 antag: 6%; PTHR1 ag: inactive; EPAC2 ag: 4%; D3 antag: 8; D3 ag: -16; CCT chaperon mod: -6.2; Akt phos inh: inactive

What do the screens show for `O=C(OCc1nc2ccccc2s1)C1CCN(S(=O)(=O)c2cccs2)CC1`?
MmCpn inh: 0%; EPAC2 antag: -3%; PTHR1 ag: inactive; EPAC2 ag: 0%; D3 antag: 10; D3 ag: -3; CCT chaperon mod: -0.3; Akt phos inh: inactive

What do the screens show for `CC1CCCC2(C1)NC(=S)c1c(sc3c1CCCC3)N2` (stereo not given)?
MmCpn inh: -7%; EPAC2 antag: 24%; PTHR1 ag: inactive; EPAC2 ag: 8%; D3 antag: inconclusive; D3 ag: 0; CCT chaperon mod: 2.6; Akt phos inh: inactive

Results for O=c1oc2ccccc2nc1/C=C(O)/C=C\c1ccccc1 ?
MmCpn inh: -4%; EPAC2 antag: 27%; PTHR1 ag: -11%; EPAC2 ag: 63µM*; D3 antag: -55*; D3 ag: 2; CCT chaperon mod: 0.8; Akt phos inh: inactive

Results for Cn1c(SCC(=O)Nc2ccc(NC(=O)c3cccc(F)c3)cc2)nnc1-c1ccncc1 ?
MmCpn inh: 2%; EPAC2 antag: 1%; PTHR1 ag: inactive; EPAC2 ag: 2%; D3 antag: 8; D3 ag: 10; CCT chaperon mod: -1.3; Akt phos inh: inactive

What do the screens show for `CCOCCCN(CCC#N)S(=O)(=O)c1ccc(S(=O)(=O)N2CCCC2)cc1`?
MmCpn inh: -2%; EPAC2 antag: -8%; PTHR1 ag: inactive; EPAC2 ag: -44%[inhibitor]; D3 antag: -11; D3 ag: 0; CCT chaperon mod: -0.3; Akt phos inh: inactive

How did O=C(COC(=O)c1ccc(Br)o1)Nc1ncc([N+](=O)[O-])s1 do in these assays?
MmCpn inh: -2%; EPAC2 antag: -2%; PTHR1 ag: -33%[inhibitor]; EPAC2 ag: -1%; D3 antag: -2; D3 ag: 4; CCT chaperon mod: -2.3; Akt phos inh: inactive

How did C#CCNC(=O)C1=C[C@@H](c2csc3ccccc23)[C@H](CCCO)[C@@H](OCC)O1 do in these assays?
EPAC2 antag: 11%; PTHR1 ag: -14%; EPAC2 ag: 19%; D3 antag: -9; D3 ag: -10; CCT chaperon mod: -2.3; Akt phos inh: inactive

What do the screens show for `CCC(C)N(C(=O)CSc1nnc(-c2cccs2)n1C1CC1)C1CCS(=O)(=O)C1` (stereo not given)?
MmCpn inh: 2%; EPAC2 antag: 3%; PTHR1 ag: -2%; EPAC2 ag: -1%; D3 antag: 15; D3 ag: -3; CCT chaperon mod: 2.1; Akt phos inh: inactive

Results for CC1CC2=C(C(=O)O1)C(C)Nc1ccccc1N2 (stereo not given) ?
MmCpn inh: -2%; EPAC2 antag: 2%; PTHR1 ag: inactive; EPAC2 ag: -4%; D3 antag: 7; D3 ag: 2; CCT chaperon mod: 2.5; Akt phos inh: inactive

Results for COCCn1c(=O)[nH]c2cc(C(=O)NCCc3ccc(OC)c(OC)c3)ccc2c1=O ?
MmCpn inh: 2%; EPAC2 antag: -3%; PTHR1 ag: -23%[57.5 µM]; EPAC2 ag: 6%; D3 antag: -3; D3 ag: -4; CCT chaperon mod: -0.2; Akt phos inh: inactive

What do the screens show for `NC(=O)CSc1nnc(NC(=O)c2ccc(S(=O)(=O)N3CCOCC3)cc2)s1`?
MmCpn inh: 1%; EPAC2 antag: 2%; PTHR1 ag: inactive; EPAC2 ag: 3%; D3 antag: -1; D3 ag: -2; CCT chaperon mod: -58*; Akt phos inh: inactive

Results for CNC(=S)N/N=C/c1cn(Cc2ccc(C)cc2)c2ccccc12 ?
MmCpn inh: -4%; EPAC2 antag: -8%; PTHR1 ag: -7%; EPAC2 ag: 16%; D3 antag: -23; D3 ag: 2; CCT chaperon mod: -1.6; Akt phos inh: inactive

Results for c1ccc(NCc2nnc3n2CCCCC3)cc1 ?
MmCpn inh: 1%; EPAC2 antag: 0%; PTHR1 ag: inactive; EPAC2 ag: -3%; D3 antag: 3; D3 ag: 9; CCT chaperon mod: -0.2; Akt phos inh: inactive

Results for CCOc1ccc(C2/C(=C(\O)c3cccc(OC)c3)C(=O)C(=O)N2c2cc(C)on2)cc1OC (stereo not given) ?
MmCpn inh: -3%; EPAC2 antag: -6%; PTHR1 ag: -13%[57.5 µM]; EPAC2 ag: -5%; D3 antag: 16; D3 ag: 0; CCT chaperon mod: -2.0; Akt phos inh: inactive

Results for CCCCNC(=O)c1ccc2c(c1)N(CC)C(=O)c1ccccc1S2(=O)=O ?
MmCpn inh: 0%; EPAC2 antag: -22%; PTHR1 ag: inactive; EPAC2 ag: -4%; D3 antag: 13; D3 ag: 2; CCT chaperon mod: 0.1; Akt phos inh: inactive

Results for Cc1c(Cl)cccc1NC(=O)CSc1nccn1C ?
MmCpn inh: -4%; EPAC2 antag: -3%; PTHR1 ag: -3%; EPAC2 ag: 7%; D3 antag: 13; D3 ag: 6; CCT chaperon mod: -1.3; Akt phos inh: inactive

What do the screens show for `CC1(C)Cc2c(sc3nc[nH]c(=O)c23)CO1`?
MmCpn inh: 0%; EPAC2 antag: 5%; PTHR1 ag: inactive; EPAC2 ag: 4%; D3 antag: -6; D3 ag: -6; CCT chaperon mod: -0.9; Akt phos inh: inactive

Results for CC(=O)Nc1cccc(-c2ccnc3c2CC(C)(C(=O)NCc2ccccc2)O3)c1 (stereo not given) ?
EPAC2 antag: 8%; PTHR1 ag: inactive; EPAC2 ag: 6%; D3 antag: 0; D3 ag: -3; CCT chaperon mod: 0.0; Akt phos inh: inactive

How did O=C(COc1ccc(Cl)cc1)Nc1cccc(S(=O)(=O)NCc2ccco2)c1 do in these assays?
MmCpn inh: -1%; EPAC2 antag: 5%; PTHR1 ag: -38%[inhibitor]; EPAC2 ag: 11%; D3 antag: -7; D3 ag: -16; CCT chaperon mod: 1.3; Akt phos inh: inactive

How did O=c1c(-c2n[nH]c(=S)o2)cccn1Cc1ccccc1 do in these assays?
MmCpn inh: -10%; EPAC2 antag: 3%; PTHR1 ag: inactive; EPAC2 ag: 3%; D3 antag: inconclusive; D3 ag: -11; CCT chaperon mod: -0.1; Akt phos inh: inactive

What do the screens show for `CCCNC(=O)c1ccccc1NC(=O)c1ccccc1N(C)S(=O)(=O)c1ccc(C)cc1`?
MmCpn inh: 2%; EPAC2 antag: -2%; PTHR1 ag: inactive; EPAC2 ag: 7%; D3 antag: -5; D3 ag: 0; CCT chaperon mod: -6.1; Akt phos inh: inactive

What do the screens show for `CN(CC(=O)Nc1ccncc1)S(=O)(=O)c1ccc(Cl)cc1`?
MmCpn inh: 4%; EPAC2 antag: 9%; PTHR1 ag: inactive; EPAC2 ag: -4%; D3 antag: 21; D3 ag: 0; CCT chaperon mod: -0.1; Akt phos inh: inactive

What do the screens show for `O=C(COC(=O)/C=C/c1cccc(Cl)c1)NCCC1=CCCCC1`?
MmCpn inh: -1%; EPAC2 antag: -1%; PTHR1 ag: inactive; EPAC2 ag: 10%; D3 antag: 2; D3 ag: 2; CCT chaperon mod: 0.7; Akt phos inh: inactive

What do the screens show for `Cc1ccc2c(c1)[nH]c1c(=O)n(CCN3CCNCC3)cnc12`?
MmCpn inh: -8%; EPAC2 antag: 12%; PTHR1 ag: -22%; EPAC2 ag: -1%; D3 antag: -5; D3 ag: -10; CCT chaperon mod: 1.7; Akt phos inh: inactive

What do the screens show for `Cc1cc(SCC(=O)O)nc2ccccc12`?
MmCpn inh: -3%&3%; EPAC2 antag: -8%&-4%; PTHR1 ag: inactive; EPAC2 ag: 3%&12%; D3 antag: 14&-2; D3 ag: 8&1; CCT chaperon mod: -0.7&-1.2; Akt phos inh: inactive

What do the screens show for `COc1cc(/C=N/NC(=O)COc2cccc(F)c2)ccc1OS(=O)(=O)c1ccc(C)cc1`?
MmCpn inh: 1%; EPAC2 antag: -7%; PTHR1 ag: -19%; EPAC2 ag: 6%; D3 antag: -53*; D3 ag: -9; CCT chaperon mod: -2.4; Akt phos inh: inactive

What do the screens show for `Cc1oc(-c2ccccc2F)nc1CS(=O)(=O)CC(=O)N1CCN(c2ccccc2)CC1`?
MmCpn inh: 1%; EPAC2 antag: 1%; PTHR1 ag: -54%&-43%[inhibitor]; EPAC2 ag: 14%; D3 antag: -2; D3 ag: 8&5; CCT chaperon mod: -1.9; Akt phos inh: inactive

Compounds shown so far with a furan ring, fused or not:
How did O=C(COC(=O)c1ccc(Br)o1)Nc1ncc([N+](=O)[O-])s1 do in these assays?
MmCpn inh: -2%; EPAC2 antag: -2%; PTHR1 ag: -33%[inhibitor]; EPAC2 ag: -1%; D3 antag: -2; D3 ag: 4; CCT chaperon mod: -2.3; Akt phos inh: inactive

How did O=C(COc1ccc(Cl)cc1)Nc1cccc(S(=O)(=O)NCc2ccco2)c1 do in these assays?
MmCpn inh: -1%; EPAC2 antag: 5%; PTHR1 ag: -38%[inhibitor]; EPAC2 ag: 11%; D3 antag: -7; D3 ag: -16; CCT chaperon mod: 1.3; Akt phos inh: inactive
